GlmU inhibition: inhibition of mycobacterial GlmU enzyme – biochemical, glucosamine-1-phosphate acetyltransferase (AID 1376) | inhibition, %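 (tested at 30 µM in the primary screen)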; hits with a dose series show IC50 in µM | M. tuberculosis GlmU acetyltransferase enzyme assay; higher % means a stronger effect | actives 0.25% (n = 220,000); in the data active means inhibition above about 13%; inconclusive means no clear call, values can overlap the other calls;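 further: 0% = complete reaction with vehicle and 100% = reaction without substrate; strong numbers were not always called active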
Mtb RmlCD inh: M. tuberculosis RmlC/RmlD inhibition; RmlC+RmlD coupled enzyme assay, percent inhibition; primary screen in compound mixtures; inhibition, % at 3.6 µM; actives 0.03% (n = 160,000); AID 1533; in the data active means inhibition mostly above about 34%, no sharp cut-off; inconclusive means no clear call, values can overlap the other calls; inactive means mostly below about 22%; further: some results filed as inactive read as strong as hits
Target sequence (P9WH09 whole entry, looked up): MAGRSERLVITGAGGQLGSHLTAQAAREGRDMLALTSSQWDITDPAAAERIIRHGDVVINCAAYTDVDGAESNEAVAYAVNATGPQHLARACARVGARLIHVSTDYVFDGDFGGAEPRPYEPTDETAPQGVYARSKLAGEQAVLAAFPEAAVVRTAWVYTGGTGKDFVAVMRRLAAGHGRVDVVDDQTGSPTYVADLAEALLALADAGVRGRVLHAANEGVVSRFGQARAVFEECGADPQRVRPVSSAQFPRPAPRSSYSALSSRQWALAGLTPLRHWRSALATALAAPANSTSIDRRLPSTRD
Target sequence (P9WH11 whole entry, looked up): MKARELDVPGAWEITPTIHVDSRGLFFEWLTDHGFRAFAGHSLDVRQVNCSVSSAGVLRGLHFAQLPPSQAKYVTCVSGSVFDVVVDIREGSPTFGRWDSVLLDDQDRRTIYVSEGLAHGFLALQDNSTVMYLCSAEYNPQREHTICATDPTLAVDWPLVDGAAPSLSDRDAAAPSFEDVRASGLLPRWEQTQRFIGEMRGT
Starred values were filed as active, the others as inactive; ? = inconclusive; nt = not tested or not shown. A portion of the library. The share of hits here may be higher or lower than overall.

Order of values: GlmU inhibition	Mtb RmlCD inh
COc1cc2c(cc1OC)C1=C(C#N)CN(CC(=O)O)CN1CC2
  nt	12
CCN=C(NCC)SC1CC(=O)N(c2cccc(OC)c2)C1=O (stereo not given)
  2.1%	6
COc1ccc(C2C3=C(CC(C)(C)CC3=O)Nc3nc(C)nn32)cc1OC (stereo not given)
  10%	14
Cc1ccc(-n2c(-c3ccccc3)c[nH]c2=S)cc1
  -5.2%	nt
CC#CCNCc1ccccc1
  -3.4%	nt
CCOC(=O)N1CCN(c2ccc([N+](=O)[O-])cc2F)CC1C (stereo not given)
  1.1%	2
O=C(Nc1ncn[nH]1)c1cccc(S(=O)(=O)N2CCOCC2)c1
  -7.0%	1
O=C(CN1CCN(C/C=C/c2ccccc2)CC1)NCc1ccc(Cl)cc1
  -1.7%	5
CCCS/C(N)=N/N=C/c1ccccc1O
  0.1%	nt
O=C(CC1NC(=O)NC1=O)Nc1ccccc1 (stereo not given)
  -1.6%	6
O=C1CN(C(=O)CCN2CCOCC2)C(c2ccccc2)c2cc(Br)ccc2N1 (stereo not given)
  1.1%	nt
Nc1c(C(=O)N/N=C/c2ccccc2Cl)oc2nc(-c3ccccc3)cc(-c3ccco3)c12
  0.5%	4
Cc1ccc(-c2noc(-c3ccccc3C(=O)N3CCCC3)n2)cc1
  -0.2%	1
CN(C)CCCn1c(SCC(=O)N2CC(=O)Nc3ccccc32)nc2ccccc2c1=O
  -1.0%	9
COc1ccc(CCNC(=O)C2CCN(c3nn4c(=O)cc(C)nc4s3)CC2)cc1OC
  -5.2%	nt
CC(=O)N1CCc2cc(S(=O)(=O)N3c4ccccc4CC3C)ccc21 (stereo not given)
  3.5%	7
Cc1ccc(-n2cccn2)c([C@@H]2C[C@H]3CN(C)C(=O)[C@]34CCCN24)c1
  1.4%	6
CCC(C)(C)NCC(=O)Nc1ccc(OC(F)(F)F)cc1
  1.6%	-4
COc1ccc(/C=C/C(=O)Oc2ccc(/C=N\NC(=O)c3ccc(F)cc3)cc2)cc1
  -1.1%	5
CCn1ccnc1CN1CCc2c([nH]c3ccccc23)C1C(C)(C)C (stereo not given)
  -5.8%	nt
CCOC(=O)C1CCCN(Cc2nc(N)nc(Nc3ccc(OC)cc3)n2)C1 (stereo not given)
  0.0%	-8
C=CCn1c(O)c(C(C)=NCc2ccco2)c(=O)[nH]c1=O
  2.4%	nt
CCN(CC)S(=O)(=O)c1ccc(NC(=O)COc2nc3ccccc3nc2N2CCOCC2)cc1
  2.4%	9
CCCn1nnnc1NCc1cc(Br)ccc1OC
  7.2%	-12
O=C(NN1C(=O)C2C3C=CC(C3)C2C1=O)c1ccncc1 (stereo not given)
  -0.8%	-4
COc1ccc(-c2cc(-c3ccc(C)cc3)nc(SCc3nnc(-c4ccccc4)o3)c2C#N)cc1OC
  6.3%	83
COC(=O)c1ccc(/C=N/N2CCN(Cc3ccccc3Cl)CC2)cc1
  3.6%	nt
COC(=O)c1ccccc1NC(=O)CSc1nnc(C(C)NC(=O)c2ccc(Cl)cc2Cl)n1C (stereo not given)
  0.3%	1
O=C(Nc1ccc(Br)cc1)C1CCCN1S(=O)(=O)c1cccs1 (stereo not given)
  2.9%	-9
CC(C)Oc1ccc(C2c3c(oc4ccccc4c3=O)C(=O)N2CCCN2CCOCC2)cc1 (stereo not given)
  2.6%	-4
CCN(CC)c1ccc(C2N(C(=O)N3CCOCC3)CCN2S(=O)(=O)c2ccc(C)cc2)cc1 (stereo not given)
  -3.2%	nt
C=CCN1C(=O)/C(=C/c2ccc(O)cc2)S/C1=N/c1nccs1
  -0.1%	7
CCCCn1c(NS(=O)(=O)c2ccccc2)c(C(=O)OCC)c2nc3ccccc3nc21
  1.6%	6
CCOC(=O)C(=O)/C(C#N)=C/Nc1ccccc1
  0.1%	nt
CCSc1nnc([C@@H]2CCCN2C(=O)OC(C)(C)C)o1
  3.8%	-8
CCS(=O)(=O)c1ccc2oc(Nc3cccc(OC)c3)nc2c1
  4.1%	3
Cc1cccc(N(CC(=O)N2CCOCC2)S(C)(=O)=O)c1
  -6.8%	21
C=CCSc1nnc(NC(=O)CSc2nnc(C)s2)s1
  3.0%	nt
O=C(NCC1CC1)C1CCCN(S(=O)(=O)c2ccc(-n3cnnn3)cc2)C1 (stereo not given)
  1.1%	7
Fc1cccc(Cl)c1-c1nnc2ccc(N3CCOCC3)nn12
  2.4%	nt
Cc1cccc2cc(CN(Cc3ccc(F)cc3)C(=O)N3CCOCC3)c(=O)[nH]c12
  -2.7%	nt
COc1cc(NC(=O)C2CC2)c(C(=O)O)cc1OC
  -2.0%	-12
CCc1noc(C)c1C(=O)N1CCCC(CCC(=O)NCc2cccc(OC)c2)C1 (stereo not given)
  2.2%	nt
O=C(Nc1ccccc1)N1CCC(c2ccccc2)C1 (stereo not given)
  8.5%	1
CC(=O)Nc1ccc(S(=O)(=O)Nc2nc3ccccc3nc2Nc2ccc(N)cc2)cc1
  -0.6%	-9
O=C(NCC(=O)N(c1cccc(F)c1)C(C(=O)NC1CCCC1)c1ccco1)c1ccco1 (stereo not given)
  -5.4%	3
Cc1cc(C)cc(SCc2noc(C(=O)NC(C)C)c2C(=O)O)c1
  3.6%	nt
CCC(=O)Nc1ccc(NC(=O)CSc2nnc(C(C)C)n2C)cc1
  1.6%	5
COc1ccc(CCNc2c3ccccc3nc3ccccc23)cc1OC
  -6.0%	nt
O=C(NCC1CCCO1)c1ccc(CSCc2cccc(F)c2)o1 (stereo not given)
  -3.3%	-8
Cc1nc(SCC(=O)c2cccc([N+](=O)[O-])c2)n[nH]1
  -0.8%	9
O=C(CSc1nc2ccccc2c(=O)n1Cc1ccccc1)NCc1ccco1
  1.4%	0
Cc1nnc(NC(=O)c2ccccc2F)s1
  7.3%	-4
O=C(N/N=C/c1cc([N+](=O)[O-])ccc1O)Nc1ccccc1
  5.5%	11
COc1cccc(/C=N/NC(=O)CCCc2ccc(OC)c(C)c2)c1
  -2.3%	-6
O=C(c1cccc(C(=O)N2CCN(c3ccc(F)cc3)CC2)c1)N1CCN(c2ccc(F)cc2)CC1
  -1.5%	8
CCCCN(C)CCNC(=O)Cn1c(=O)sc2ccccc21
  -4.3%	6
O=C(NC1CCCCC1)N(Cc1ccc(F)cc1)Cc1nc2ccccc2c(=O)[nH]1
  1.0%	-10
COc1cccc(CN2CCNC(=O)C2CC(=O)NCCCn2ccnc2)c1 (stereo not given)
  0.1%	16
CCOC(=O)N/N=C/c1cn(CCCOc2ccc(C)cc2)c2ccccc12
  1.8%	14

New compounds follow:
Order of values: GlmU inhibition	Mtb RmlCD inh
O=C(NCC1CCCO1)C1CCN(S(=O)(=O)Cc2ccccc2)CC1 (stereo not given)
  -3.2%	9
Cc1c(C(=O)O)sc2ncnc(N3CCCCC3C)c12 (stereo not given)
  2.0%	6
CCOC(=O)Cc1nn(Cc2nc(-c3ccc(C)cc3)cs2)c(=O)c2ccccc12
  -4.5%	-14
Cc1cc(NC(=O)CSc2ccc3nnc(-c4ccc(F)cc4)n3n2)no1
  0.7%	12
Fc1cc(F)cc(NC(=S)NCCCN2CCOCC2)c1
  -3.4%	nt
CCOC(=O)Cn1c2c(c(=N)c3c1CCC3)CCC2
  -2.7%	nt
COc1ccc(CCNc2cn[nH]c(=O)c2Cl)cc1OC
  -3.9%	4
N=C1S/C(=C\c2ccccc2)C(=O)N1c1ccc(F)cc1
  5.1%	-4
COc1cccc(C2=NOC(C(=O)Nc3cccc(C(C)=O)c3)C2)c1 (stereo not given)
  -1.3%	1
O=C(Cc1cccs1)Nc1nnc(-c2ccc(F)cc2)s1
  -0.3%	-12
O=C(CCCSc1nc2ccccc2[nH]1)NC1CCCCC1
  -6.1%	-8
CCc1c(C)c2c(C)nn(-c3ccccc3)c2[nH]c1=O
  4.5%	nt
COc1ccc(C)cc1NS(=O)(=O)c1ccc(NC(=O)CN(c2cc([N+](=O)[O-])ccc2C)S(C)(=O)=O)cc1
  2.1%	-5
CC(=O)Nc1c(C)ccc(CNC(=O)COc2cc(C)ccc2C)c1C
  -4.4%	-4
Cc1cc(C(=O)Nc2ccc(OCc3ccccc3)cc2)c(C)o1
  -0.9%	-8
CCOC(=O)c1ccc(NC(=S)Nc2cc(C)cc(C)n2)cc1
  -5.2%	6
O=c1[nH]c(=O)n(CCc2ccccc2)c(O)c1C=NCCN1CCNCC1
  nt	2
CCOC(=O)CN1C(=O)N[C@@H](c2ccccc2)C(C(=O)OC)=C1C
  -5.6%	nt
COc1ccc(NC(=S)NCCCN2CCCC2)cc1
  -0.9%	-12
COc1cc(/C=C2/C(=O)NN(c3cccc(C)c3)C2=O)cc([N+](=O)[O-])c1O
  7.2%	1
CC(OC(=O)CNC(=O)c1ccccc1F)C(=O)Nc1nc(-c2ccccc2)cs1 (stereo not given)
  6.1%	nt
COc1ccc(N2CCN(S(=O)(=O)c3ccc(Cl)c(C(F)(F)F)c3)CC2)cc1
  -0.5%	7
Cc1ccc(/C=C/C(=O)N2CCN(c3ccc(F)cc3)CC2)o1
  2.1%	-9
Cc1cccc(Nc2nc(N)nc(CC(=O)CSc3ccc(Cl)cc3)n2)c1
  4.5%	10
CSc1nc(SC(C)C(=O)O)c2c3c(sc2n1)COC(C)(C)C3 (stereo not given)
  -1.1%	-9
CCn1nnc(NC(=O)C(C)Oc2ccc(Cl)cc2Cl)n1 (stereo not given)
  3.3%	?
COc1ccc(NS(=O)(=O)c2ccc(NC(=S)NC(=O)c3ccc(Br)cc3)cc2)nn1
  -3.7%	-2
O=C(O)/C(=C\c1ccc(Cl)c([N+](=O)[O-])c1)c1ccc(S(=O)(=O)N2CCCCC2)s1
  1.6%	-11
CCCn1nc(NC(=O)c2ccncc2)c2cc3ccccc3nc21
  -7.7%	nt
O=C(NCc1ccccn1)c1ccc(Cn2c(=S)[nH]c3ccccc3c2=O)cc1
  -0.2%	8
O=S(=O)(NCCSCc1ccc(Cl)c(Cl)c1)c1ccc2c(c1)OCCO2
  -6.8%	nt
CC1CCC(NC(=O)c2cnccn2)CC1 (stereo not given)
  2.4%	nt
Cc1c(S(=O)(=O)N2CCN(C(=O)c3ccco3)CC2)c(=O)n(C)c(=O)n1C
  -2.9%	9
Cc1ccc(S(=O)(=O)/N=c2\ccc(Cl)cn2C(F)F)cc1
  -5.8%	4
O=c1c2ccccc2nc(N2CCN(c3ccccc3)CC2)n1Cc1ccccc1
  2.7%	?
O=C(N/N=C/C=C/c1ccccc1)c1cccs1
  -7.0%	3
Brc1ccc(-c2ncc(-c3ccccc3)cn2)cc1
  -4.9%	15
Cc1ccc(/C=N/NC(=O)C2(C)CC2(Br)Br)cc1 (stereo not given)
  1.5%	1
Cc1ccc(NNc2c(C)nc3ccccc3nc2=O)cc1
  -1.7%	-9
COc1cc(OC)c(NS(=O)(=O)c2cc(C(=O)OCC(=O)NCC3CCCO3)ccc2OC)cc1Cl (stereo not given)
  1.5%	6
CC(C)CCn1cnc2c(c1=O)c1nc3ccccc3nc1n2Cc1ccc2c(c1)OCO2
  0.7%	nt
COc1cc2c(=O)n(Cc3ccccc3)c(=O)n(CC(=O)C(C)(C)C)c2cc1OC
  4.0%	9
COc1cc(/C=N/NC(=S)Nc2cccnc2)cc(OC)c1OC
  2.6%	nt
CC(C)(C)OC(=O)N1CCC[C@H]1c1nnc(SCc2ccc(Cl)cc2)o1
  3.8%	nt
O=C(NC1CCS(=O)(=O)C1)c1cc(-c2ccccc2)nc2ccccc12 (stereo not given)
  -4.7%	48
Cc1ccc(N(CC(=O)N2CCCCC2)S(=O)(=O)c2ccc(C)cc2)cc1
  3.4%	-11
c1ccc2c(NC3=NCCCCS3)cccc2c1
  -2.0%	5
CN(C)c1ccc(N/C(N)=N/c2nc(C(F)(F)F)cc(C(F)(F)F)n2)cc1
  -2.0%	7
Cc1noc(C)c1CSc1nc2sc3c(c2c(=O)n1C)CCCC3
  0.4%	-11
O=C(CCCc1nc2ccccc2s1)NCc1ccccc1F
  -2.8%	nt
CCc1ccc(C2=NN(CCC(=O)NC(C)CCc3ccccc3)C(=O)CC2)cc1 (stereo not given)
  -6.4%	-4
COc1cc(C)ccc1OCCOc1ccccc1Cl
  4.4%	-1
COc1ccc(CCN(C(=O)c2cccc(F)c2)C2CC(=O)N(c3ccccc3)C2=O)cc1 (stereo not given)
  -2.6%	10
Cc1ccc(/C=N/NS(=O)(=O)c2ccccc2)o1
  -3.6%	0
O=C(NCc1ccc(F)cc1)c1cnc2n(c1=O)CCS2
  -1.9%	-6
Cc1cc(N2CCCC(C(=O)Nc3cccc(Cl)c3)C2)n2ncnc2n1 (stereo not given)
  1.1%	3
O=C(CCN(CCO)Cc1ccccc1)Nc1ccc(Br)cc1
  -5.9%	11
O=C(COC(=O)CCSc1ccc(Cl)cc1)Nc1ccc(F)cc1
  2.8%	8
CC(=O)C1=C(C)NC(SCC(=O)Nc2nc3ccccc3s2)=C(C#N)C1c1ccc(Cl)cc1 (stereo not given)
  2.2%	7
N#Cc1c2c(c(=S)n(-c3ccccc3)c1N)CCCC2
  -2.0%	?
CCNc1nc(NC(C)C)nc(NS(=O)(=O)c2ccc(N)cc2)n1
  9.1%	nt
O=C(c1coc2ccc(O)c(CN3CCOCC3)c12)C1CC1
  -1.3%	nt

Record cards (already shown). Order of screens: GlmU inhibition, Mtb RmlCD inh
CCc1ccc(C2=NN(CCC(=O)NC(C)CCc3ccccc3)C(=O)CC2)cc1 (stereo not given) is entered as -6.4%, -4
c1ccc2c(NC3=NCCCCS3)cccc2c1 is entered as -2.0%, 5
